SENP1 FRET inh = inhibitors of human SENP1 SUMO protease catalytic domain. recombinant SENP1 catalytic domain, CyPet-SUMO1-YPet FRET cleavage. 360,000 tested, 0.21% active. Q9P0U3. inhibition, % at 10 µM;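 active means inhibition at least 30% at 10 µM, raw YFP signal under a set limit, fluorescence ratio 0.5 to 1.5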;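 further: 0% = enzyme with DMSO and 100% = no enzyme wells; some results filed as inactive read as strong as hits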
Target sequence (Q9P0U3 419-644 limits assumed): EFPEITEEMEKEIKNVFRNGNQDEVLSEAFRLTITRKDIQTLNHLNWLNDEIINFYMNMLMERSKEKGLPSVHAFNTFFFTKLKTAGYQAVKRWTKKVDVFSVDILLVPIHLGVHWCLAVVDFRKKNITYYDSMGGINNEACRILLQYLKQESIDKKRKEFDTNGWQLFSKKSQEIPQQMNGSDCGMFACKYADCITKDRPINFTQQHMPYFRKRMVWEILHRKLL
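Material – human SENP1 catalytic domain · Input – SENP1 enzyme, 20 pM final · Compound dosing – single concentration of 10 µM compound, 0.5% DMSO final · Timing – enzyme reaction for 50 min at room temperature, dark · Measured by – FRET fluorescence in CFP and YFP emission channels · Control set – no-enzyme wells low, DMSO-plus-enzyme wells high control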
SENP8 inh = blocks human SENP8 cleavage of Nedd8 substrate | 360,000 tested, 0.64% active | recombinant SENP8, Nedd8 substrate fluorescence | inhibition, % at 20 µM | Q96LD8; in the data active means inhibition mostly above about 40%, no sharp cut-off; inactive means mostly below about 27%
Target sequence (Q96LD8 whole entry, looked up): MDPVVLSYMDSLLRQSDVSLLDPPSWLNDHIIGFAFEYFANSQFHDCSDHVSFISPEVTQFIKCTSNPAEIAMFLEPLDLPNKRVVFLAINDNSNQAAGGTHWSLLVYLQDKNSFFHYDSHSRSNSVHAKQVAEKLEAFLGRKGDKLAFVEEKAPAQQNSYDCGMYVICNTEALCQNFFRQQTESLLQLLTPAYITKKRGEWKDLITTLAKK
* hit, by the source's call.

SMILES	SENP1 FRET inh	SENP8 inh
O=c1cc(-c2ccco2)oc2ccccc12	0	-470
COc1cc(C)ccc1OCc1cc(C(=O)NC2CCOCC2)no1	-2	16
Cc1cccc(C(=O)NCN2CCN(c3ccccc3C#N)CC2)c1	0	-46
COc1ccc(Cl)cc1NC(=O)CCCn1c(=O)c2cccn2c2cccnc21	1	-44
Cc1cc(C)c(C(O)c2ncc(-c3ccccc3C)[nH]2)c(C)c1 (configuration not stated)	2	15
COc1cc2c(c(OC)c1OC)-c1ccc(SC)c(=O)cc1C(NC=O)CC2 (configuration not stated)	-1	9
CC(C)(C)C(=O)NCc1ccc(C(=O)CSc2nnc3n2CCCCC3)s1	1	10
CCCc1cc(=O)[nH]c(N2CCN(Cc3ccc4c(c3)OCO4)CC2)n1	2	9
CCCCn1c2nc3ccccc3nc2c2c(=O)n(CC(C)C)cnc21	-1	-441
CC(C)c1ccc(NC(=O)c2n[nH]c(=O)c3ccccc23)cc1	0	-6
CO[C@@H]1CN(C)C(=O)c2cc(NC(=O)NC3CCCCC3)ccc2OC[C@@H](C)N(CCc2ccccc2)C[C@H]1C	-3	9
O=C(O)c1cccc(-c2csc(C(O)c3ccc(F)c(F)c3)n2)c1 (configuration not stated)	3	12
Cc1cc(=O)oc2c(N)nccc12	-23	-380
COc1ccc(C)cc1-n1c(=O)c2ccccc2c2ccccc2c1=O	2	20
O=S1(=O)C[C@H](N2CCCC2)[C@@H](COCc2ccccc2)N1	1	17
COc1ccc(-c2cnc3c(NC=O)cc(-c4ccc(F)cc4)cn23)cc1OC	-7	-261
COc1ccc(C(=O)OCC(=O)Nc2cc(C)on2)cc1F	1	11
CCc1c(-c2ccccc2)ncn1Cc1cccc(-c2ccccc2)c1	3	15
COC(=O)c1ccccc1COc1cccn2c(N(C)Cc3cccs3)c(C)nc12	-44	-71
CC(=O)C1=CCC(c2ccccc2)N(S(C)(=O)=O)C1 (configuration not stated)	2	4
CC(=O)Nc1ccc(-c2ccnc3c2CC(C(=O)NCc2ccccc2)O3)cc1 (configuration not stated)	2	-15
CC1(C)CC(=O)C=C(c2n[nH]nc2-c2ccccc2)C1	1	-11
COc1cc(NC(=O)CSc2nc3[nH]ncc3c(=O)n2-c2ccccc2)cc(OC)c1OC	-1	12
Cc1ccc2c(Cl)c(Cc3ccccc3)c(=S)[nH]c2n1	1	13
C[C@H]1COc2cccc(N(C)CCO)c2S(=O)(=O)N1	2	16
CC1(C(=O)NS(=O)(=O)c2cccc(C#N)c2)CCN1C(=O)C1(c2ccccc2)CC1 (configuration not stated)	2	13
CCOC(=O)CCC(NC(=O)c1ccc(CNc2nc3cc(C(F)(F)F)ccc3nc2C(=O)OCC)cc1)C(=O)OCC (configuration not stated)	-32	-144
CC(C)n1c(=O)nc(-c2ccccc2)c2cc3c(cc21)OCO3	-4	-259
COc1cccc(CCC2C(=O)CCCC2=O)c1	-1	1
O=C1c2ccccc2CCC12OC2c1ccc([N+](=O)[O-])cc1 (configuration not stated)	2	17
COc1ccc(-c2csc(NC(=O)CS(=O)(=O)c3ccccc3)n2)c(OC)c1	0	-6
CC1Cc2cc(-c3csc(NC(=O)CCl)n3)ccc2N1C(=O)C1CC1 (configuration not stated)	1	0
COc1ccc(N2CCCn3c2nc2c3c(=O)n(Cc3ccc(F)cc3)c(=O)n2C)c(OC)c1	1	-4
C=CCn1c(C)cc(-c2csc(NC(=O)C3CCN(c4ncnc5sc(C)c(C)c45)CC3)n2)c1C	-16	-10
Cc1noc(C)c1-c1ccc(C(=O)NCCC(F)(F)F)c2occc12	0	0
c1ccc2c(C3OCC4(CCCC4)CO3)cccc2c1	4	12
CN(C)S(=O)(=O)c1ccc(N2CCCC2)c(C(=O)N2CCN(S(=O)(=O)c3ccc(F)c(F)c3)CC2)c1	1	9
C[C@H](O)[C@@H]1C(=O)N2CCc3c([nH]c4ccccc34)[C@@H]2C[C@@H]1N(C)C(=O)Nc1cc(Cl)cc(Cl)c1	-65	-137
CC(C)N1CCCC(C)(C(=O)Nc2cccc(Oc3ccccc3)c2)C1 (configuration not stated)	-2	6
CCOc1ccc(C2CC=C(C(C)=O)CN2S(=O)(=O)c2ccc(C)cc2)cc1 (configuration not stated)	2	10
O=C1CCCCC1(CCc1ccncc1)CCc1ccncc1	1	4
O=C1NC(=O)C2(CCCCCCC2)N1	2	4
CC1(c2nc3ccccc3[nH]2)c2ccccc2C(=O)N1C1CC1 (configuration not stated)	-2	3
COc1ccc(-c2csc(C(C)(O)c3ccc(F)c(F)c3)n2)cc1 (configuration not stated)	2	16
COc1ccc(CNC(=O)[C@@H](Cc2ccccc2)NC(=O)CC[C@H]2O[C@@H](n3ccc(=O)[nH]c3=O)[C@H](O)[C@@H]2O)cc1	2	8
CCOc1nc(-c2ccccc2)ccc1-c1noc(-c2ccc(OC)c(OC)c2)n1	-11	-268
CCC(=O)Nc1ccc(S(=O)(=O)NC[C@H]2O[C@@H](n3cnc4c(=O)[nH]c(N)nc43)[C@H](O)[C@@H]2O)cc1	-3	18
Cc1ccccc1S(=O)(=O)N1C[C@H]2CON(C)[C@H]2C[C@H]1c1cccc(Br)c1	-2	-5
COc1ccc(OC(=O)N(C)C[C@@H]2OCc3cn(nn3)CCCC(=O)N([C@@H](C)CO)C[C@H]2C)cc1	-2	10
CCOc1ccc(NC(=O)CN(C)C(=O)c2c(C)nn(Cc3ccccc3Cl)c2C)cc1OCC	-3	6
Next entries follow:
SMILES	SENP1 FRET inh	SENP8 inh
CN1CCN(C(=O)c2ccc(-c3cc4nc(NCc5cccnc5)n(C)c(=O)c4s3)cc2)CC1	-3	-280
CCCCn1nnnc1C(c1ccccc1)N1CCN(c2ccc(C(F)(F)F)cn2)CC1 (configuration not stated)	1	-2
CC(C)NC(=O)N(C)C[C@@H]1OCc2cnnn2CCCC(=O)N([C@H](C)CO)C[C@@H]1C	0	-3
CCS(=O)(=O)N1Cc2cc(C(=O)NCC3CC3)nc(-c3cccc(-c4cccnc4)c3)c2[C@@H]1CCO	0	18
CC(=O)C1=C(c2ccc(Br)cc2)C(=O)c2ccccc2C1=O	12	10
O=[N+]([O-])c1cccnc1Oc1cc(Cl)c(Cl)cc1Cl	0	16
O=C(Oc1ccc(-c2nnco2)cc1)c1cc(S(=O)(=O)N2CCOCC2)ccc1F	-7	-13
CCN(C)C1CN(Cc2cn(Cc3cccc(C(F)(F)F)c3)nn2)S(=O)(=O)C1 (configuration not stated)	2	11
CCCNC(=O)c1cc(C2CCCN(C(=O)C3CCCCC3)C2)on1 (configuration not stated)	1	14
CCC1(CC)C(=O)NC(=O)NC1=S	3	9
O=c1[nH]nc(Sc2ccccc2)c(=S)[nH]1	3	21
C=CCN1CCN(C(c2ccc(OC)c(OC)c2)c2nnnn2C(C)(C)C)CC1 (configuration not stated)	1	24
CC(C)NC(=O)C1CC(=O)N(CCc2ccc(F)cc2)C1 (configuration not stated)	4	17
COc1cccc(-c2cnc3c(NC=O)cc(-c4ccccc4)cn23)c1	-11	-308
O=C(NNC(=O)c1cccc2ccccc12)c1cccc(Cl)c1	0	5
Cc1ccccc1-c1csc(C(O)c2ccc(F)cc2)n1 (configuration not stated)	1	0
CC1(C(=O)Nc2cccc(NS(C)(=O)=O)c2)Cc2c(-c3cccc(C(N)=O)c3)ccnc2O1 (configuration not stated)	-1	0
CCOP(=O)(Nc1cccc2oc(=O)c3ccccc3c12)OCC	-1	-458
O=C(Nc1ccc([N+](=O)[O-])cc1)Nc1ccc(OC(F)F)c(Cl)c1	0	27
Oc1cccc(/C=N/NC(=S)Nc2cccnc2)c1O	15	-132
C/C(=N\Nc1cccc(Cl)c1)c1ccc(-n2ccnc2)cc1	-3	-14
COc1cccc(-c2cnc(C(O)c3ccc(-c4ccccc4)cc3)[nH]2)c1 (configuration not stated)	-1	2
O=C(Oc1ccc[nH]c1=O)c1ccccc1	2	13
CC(=O)Nc1cc2c(cc1Cl)-c1ccccc1C2	3	6
Cn1ncc2c(=S)nc(Cl)[nH]c21	5	5
COc1c(Cl)cc(C(=O)Nc2cccnc2)cc1Cl	3	19
O=Cc1c[nH]c2ccc(NC(=O)OCc3ccccc3)cc12	0	-31
O=C(CCCC(=O)N1CCc2ccccc21)N1CCc2ccccc21	2	3
CC(=C1SC(=S)NC1=O)c1ccccc1	4	19
CCCCCCn1c(=O)n2n(c1=O)C[C@]1(OC(=O)Nc3c(C)noc3C)CN(S(=O)(=O)c3ccc(C)cc3)C[C@]1(O)C2	1	2
COc1ccccc1Cc1c(-c2ccc(Cl)cc2)nc2ccc(Br)cn12	42*	-39
CCCCN1CC(Br)C(=O)NC1=O (configuration not stated)	3	2
CCn1c(N2CCN(C(c3ccccc3)c3ccccc3)CC2)nc2c1c(=O)[nH]c(=O)n2C	-2	23
c1ccc(Cn2ccnc2C2OCCO2)cc1	2	23
CC1=C(C(=O)N2CCOCC2)CC(CC(=O)NCCc2ccccn2)C(=O)N1Cc1ccccc1 (configuration not stated)	3	10
O=C(CCC1CCCCC1)Nc1cccc(C(=O)Nc2ccc(C(=O)O)cc2)c1	1	16
Cc1ccc(-c2c(N)nc3ncccn23)cc1	-18	-204
CCOC(=O)C1C(=O)C=C(c2ccc(C)cc2)CC1c1ccc([N+](=O)[O-])cc1 (configuration not stated)	-1	-8
CC1=C(C(=O)N(C(C)C)C(C)C)CC(CC(=O)NCC2CCCCC2)C(=O)N1Cc1ccccc1 (configuration not stated)	1	19
COCC(C)n1c(SCc2ccc(OC)c(F)c2)nc2ccccc2c1=O (configuration not stated)	2	9
CC(=O)Nc1cc2c(cc1[N+](=O)[O-])-c1ccccc1C2O (configuration not stated)	8	41*
Cc1cccc(C)c1-n1nnnc1C(c1ccnc2ccccc12)N1CCN(CCN(C)C)CC1 (configuration not stated)	3	-74
C[C@H](CO)N1C[C@H](C)[C@@H](CN(C)Cc2ccc(F)cc2)Oc2ncc(Br)cc2C1=O	0	12
O=C(c1ccccc1)C(O)(CN1CCCCC1)c1ccccc1 (configuration not stated)	-4	23
COC(=O)[C@@]12C[C@@H](CC(=O)NCC3CCCCC3)C(=O)N(Cc3ccc4c(c3)OCO4)C1=CCC(C)(C)C2	1	20
CC1CCCN(CCCOc2ccccc2-c2ccccc2)C1 (configuration not stated)	-2	25
O=C1OC(c2cccs2)Sc2ccccc21 (configuration not stated)	0	7
O=C(COC(=O)Cc1ccc(Br)cc1)NCc1ccccc1	5	-2
COc1cccc(COC(=O)c2cc(S(=O)(=O)N3CCOCC3)ccc2Cl)c1OC	4	8
COc1ccc(C(=O)c2ccc(Br)cc2)c(OC)c1OC	0	18
(continued)
SMILES	SENP1 FRET inh	SENP8 inh
Cc1nc(Cn2c3ccc(NC(=S)NC4CCCCC4)cc3c(=O)n2C)cs1	-3	-472
Cc1cn(C2CC(O)C(CO)O2)c(=O)n(CCCc2ccccc2)c1=O (configuration not stated)	3	13
CCCCC[C@H](C)N1C[C@@H](COCc2ccccc2)Oc2cc(N3CCC[C@H]3C(N)=O)ccc2S1(=O)=O	4	15
CSc1ncnc2c1ncn2CCCNc1ccc(C)c(C)c1	1	19
COc1ccc(-c2nc3c(C)cc(Br)cn3c2Cc2cccc(Cl)c2)cc1OC	7	-10
NC(c1csc(NC(=O)Nc2ccccc2Oc2ccccc2)n1)c1ccccc1Cl (configuration not stated)	-1	14
CCOC(=O)c1c[nH]c2ccc([N+](=O)[O-])cc12	2	6
CN1CCn2cnc(C(=O)NCC(=O)OC(C)(C)C)c2C1=O	-1	15
CC1C(c2ccccc2)OCCN1C(=S)NC(=O)c1ccccc1 (configuration not stated)	2	8
CC1=NN(c2ccccc2C)C(=O)C1	1	51*
CCC(C)c1ccccc1N1CC(C(=O)N2CCN(c3ccccc3)CC2)CC1=O (configuration not stated)	0	19
CC(C)=C1C(=O)NN(c2ccc(C)c(Cl)c2)C1=O	-4	34
Nc1ccc(CC(N)c2csc(Nc3cc(Oc4ccccc4)ncn3)n2)cc1 (configuration not stated)	0	13
COc1ccc(NC(=O)C2c3ccccc3OCC(=O)N2C2CC2)cc1 (configuration not stated)	2	1

In the list so far, 16 contain fluorine.
SMILES	SENP1 FRET inh	SENP8 inh
O=C(O)c1cccc(-c2csc(C(O)c3ccc(F)c(F)c3)n2)c1 (configuration not stated)	3	12
COc1ccc(-c2cnc3c(NC=O)cc(-c4ccc(F)cc4)cn23)cc1OC	-7	-261
COc1ccc(C(=O)OCC(=O)Nc2cc(C)on2)cc1F	1	11
CCOC(=O)CCC(NC(=O)c1ccc(CNc2nc3cc(C(F)(F)F)ccc3nc2C(=O)OCC)cc1)C(=O)OCC (configuration not stated)	-32	-144
COc1ccc(N2CCCn3c2nc2c3c(=O)n(Cc3ccc(F)cc3)c(=O)n2C)c(OC)c1	1	-4
Cc1noc(C)c1-c1ccc(C(=O)NCCC(F)(F)F)c2occc12	0	0
CN(C)S(=O)(=O)c1ccc(N2CCCC2)c(C(=O)N2CCN(S(=O)(=O)c3ccc(F)c(F)c3)CC2)c1	1	9
COc1ccc(-c2csc(C(C)(O)c3ccc(F)c(F)c3)n2)cc1 (configuration not stated)	2	16
CCCCn1nnnc1C(c1ccccc1)N1CCN(c2ccc(C(F)(F)F)cn2)CC1 (configuration not stated)	1	-2
O=C(Oc1ccc(-c2nnco2)cc1)c1cc(S(=O)(=O)N2CCOCC2)ccc1F	-7	-13
CCN(C)C1CN(Cc2cn(Cc3cccc(C(F)(F)F)c3)nn2)S(=O)(=O)C1 (configuration not stated)	2	11
CC(C)NC(=O)C1CC(=O)N(CCc2ccc(F)cc2)C1 (configuration not stated)	4	17
Cc1ccccc1-c1csc(C(O)c2ccc(F)cc2)n1 (configuration not stated)	1	0
O=C(Nc1ccc([N+](=O)[O-])cc1)Nc1ccc(OC(F)F)c(Cl)c1	0	27
COCC(C)n1c(SCc2ccc(OC)c(F)c2)nc2ccccc2c1=O (configuration not stated)	2	9
C[C@H](CO)N1C[C@H](C)[C@@H](CN(C)Cc2ccc(F)cc2)Oc2ncc(Br)cc2C1=O	0	12

A portion of the library (hit frequency here may not be typical).
